Hsp70 activator: Hsp70 transcriptional activators, primary screen, cell-based, HeLa, Hsp70 promoter luciferase, luminescence, 10 µM; HeLa Hsp70 promoter luciferase reporter; scaled: vehicle 0, proteasome-inhibitor control 100%; activation, % at 10 µM; 200,000 compounds, 0.04% hits; AID 1203, 2008;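 active = activation above the mean across all tested compounds plus 3 SD, cutoff set per campaign, cut at about 5.5% in these data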;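 also: 100% = MG132 at 30 µM as the positive control and 0% = DMSO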
STAT1 blocker: STAT1 signaling inhibitors, primary screen, cell-based, HTS, luciferase reporter; NIH 3T3 STAT1-luciferase reporter, IFN-gamma, luminescence; inhibition, % at 5.5 µM; 200,000 compounds, 0.35% hits; AID 920, 2007;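 active = inhibition above a set limit, the mean inhibition across all tested compounds plus 3 SD, cut at about 34% in these data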;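 also: 0% = IFN-gamma with DMSO and 100% = IFN-gamma with 300 µM nifuroxazide; values of inactives mirror those of a sister screen read the other way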
APP 5'UTR act: activators of APP 5'UTR luciferase reporter, primary screen, SH-SY5Y cells; SH-SY5Y APP 5'UTR luciferase reporter, luminescence; zero percent = DMSO vehicle wells; activation, % at 2 µM; 190,000 compounds, 1% hits; AID 1276, 2008;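 active = activation above a set limit, based on mean plus 3 SD of controls, cut at about 140% in these data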; also: values of inactives mirror those of a sister screen read the other way
STAT1 act: STAT1 signaling activators, primary screen, cell-based, HTS, luciferase reporter; NIH 3T3 STAT1-luciferase reporter, IFN-gamma, luminescence; 100% = IFN-gamma alone, no compound; activation (% of control), % at 5.5 µM; 200,000 compounds, 2.6% hits; AID 932, 2007;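 active = activation above the screen-wide mean activation plus 3 SD, cut at about 130% in these data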;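 also: raw ratio to IFN-gamma control signal so 100% means no change and 0% no light; values of inactives mirror those of a sister screen read the other way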
NF-kB expr up: activators of NF-kB expression in neurons, primary screen, cell-based, HTS; fold change at 12.5 µM; human neuronal cells, NF-kB reporter expression; hits give high values; 190,000 compounds, 1.6% hits; in the data active = fold change above about 3.3
FLuc inh counter: firefly luciferase enzyme inhibitors, primary screen, artefact control for luciferase-based inhibitor screens, biochemical, luminescence, ATPLite; AID 1006, 2008; Luciferin 4-monooxygenase (Photinus pyralis), P08659; inhibition, % at 10 µM; 200,000 compounds, 1.5% hits; 10 min;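 active = inhibition above about 50% when tested at 10 µM, limit read from the data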
Target sequence (P08659 whole entry, looked up): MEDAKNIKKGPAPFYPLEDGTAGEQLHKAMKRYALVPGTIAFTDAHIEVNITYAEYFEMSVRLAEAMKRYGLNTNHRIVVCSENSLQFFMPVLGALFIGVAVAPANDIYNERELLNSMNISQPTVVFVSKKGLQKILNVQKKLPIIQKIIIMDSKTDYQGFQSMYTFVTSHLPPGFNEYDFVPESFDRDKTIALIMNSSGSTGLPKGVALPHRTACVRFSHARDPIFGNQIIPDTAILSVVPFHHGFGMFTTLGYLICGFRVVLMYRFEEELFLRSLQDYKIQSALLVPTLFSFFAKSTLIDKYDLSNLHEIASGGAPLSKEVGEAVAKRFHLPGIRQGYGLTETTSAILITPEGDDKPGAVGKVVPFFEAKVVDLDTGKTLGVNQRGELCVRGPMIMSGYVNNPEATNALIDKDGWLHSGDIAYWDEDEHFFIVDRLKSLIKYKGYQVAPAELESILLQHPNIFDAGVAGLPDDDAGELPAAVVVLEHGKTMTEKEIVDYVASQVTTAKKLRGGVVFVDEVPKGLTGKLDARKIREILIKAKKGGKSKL
APP transl inh: inhibitors of APP translation via 5'UTR reporter, primary screen, APP 5'UTR luciferase, SH-SY5Y cells; 190,000 compounds, 0.82% hits; inhibition, % at 2 µM; SH-SY5Y APP 5'UTR-luciferase reporter, luminescence; AID 1285, 2008;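 active = inhibition above a set limit, derived from the sample mean plus 3 SD, cut at about 45% in these data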; also: values of inactives mirror those of a sister screen read the other way
STAT3 activator: IL-6 driven STAT3 reporter potentiators, primary screen, U3A cells, luciferase, luminescence, MLSCN library; IL-6 STAT3-luciferase reporter; 100% = signal with IL-6 EC80 alone; activation (% of control), % at 5.6 µM; 190,000 compounds, 0.91% hits;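 active = activation above the screen-wide mean of compound activation plus 3 SD, cut at about 130% in these data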;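 also: 0% = background luminescence of wells with medium and substrate only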
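Material: STAT1-lacking human U3A cells, STAT3 luciferase reporter | Benchmarks: IL-6-only wells as 100% reference | Probe or stimulus: IL-6 (33 ng/mL) | Timing: Compound 1 h, then IL-6 6 h at 37 °C | Detection: Luminescence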
STAT3 inh: IL-6 driven STAT3 reporter inhibitors, primary screen, U3A cells, luciferase, luminescence, MLSCN library; IL-6 STAT3-luciferase reporter; host cell line lacks STAT1; inhibition, % at 5.5 µM; 190,000 compounds, 0.89% hits;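 active = inhibition above the mean inhibition across all screened compounds plus 3 SD, cut at about 44% in these data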;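 also: 0% = DMSO only wells and 100% = 100 µM nifuroxazide control wells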
RAM inhibit: inhibitors of the yeast RAM network, primary screen, dse1pr::URA3 reporter, 5-FOA selection. S. cerevisiae dse1pr::URA3 reporter, 5-FOA growth OD615, 2 d; analog-sensitive cbk1-as2 kinase mutant strain. inhibition, % at 50 µM. 190,000 compounds, 1.8% hits. AID 868, 2007;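 active = inhibition above a set limit, 3 SD over mean compound inhibition, cut at about 8.4% in these data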;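 also: 0% = DMSO-only wells with no growth and 100% = 10 µM 1-NA-PP1 full growth; inhibition rescues growth on 5-FOA so higher OD means more RAM inhibition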
An asterisk follows results filed as active; / = no result given. This is a random part of the collection; 7.7% or so of the library scored in one or more.

(1) CSc1ccccc1C(=O)NCc1ccc(C)cc1
(2) CCNC(=O)NC(=O)C(C)Sc1nnc(COc2ccccc2Cl)o1 (configuration not stated)
(3) c1ccc2c(CCNc3ncnc4nc[nH]c34)cccc2c1
(4) CCOC(=O)c1nc(Nc2ccccc2)c2ccccc2n1
(5) CCOC(=O)c1c(NC(=O)CSC(=S)N(C)C)sc(C)c1C

assay / compound,1,2,3,4,5
Hsp70 activator,-0.3,-0.2,-0.3,-0.2,0.0
STAT1 blocker,1,-2,-1,-3,3
APP 5'UTR act,33,-5,11,/,-1
STAT1 act,100,104,102,96,98
NF-kB expr up,1.3,1.6,0.84,1.1,0.96
FLuc inh counter,-4,-3,8,-5,-10
APP transl inh,-33,5,-11,/,1
STAT3 activator,101,108,73,79,97
STAT3 inh,1,-8,35,25,6
RAM inhibit,1.3,-0.3,-0.8,1.0,1.8

(6) Cn1c(C(C#N)C2=C(Cl)C(=O)N(c3ccccc3)C2=O)nc2ccccc21 (configuration not stated)
(7) O=S(=O)(c1ccccc1)N1CCN(c2cc(-c3ccccc3)nc3ncnn23)CC1
(8) CCOC(=O)c1cc([N+](=O)[O-])sc1NC(=O)c1ccc(S(=O)(=O)N2CC3(C)CC2CC(C)(C)C3)cc1 (configuration not stated)
(9) CCC1C(=O)Nc2ccccc2N1C(=O)c1ccc(Cl)nc1 (configuration not stated)
(10) N[C@@H](Cc1ccc(O)cc1)c1nnc([C@H](CCC(=O)O)NC(=O)C2CCNCC2)o1

assay / compound,6,7,8,9,10
Hsp70 activator,0.1,-0.3,0.8,0.1,0.0
STAT1 blocker,1,32,-1,-5,2
APP 5'UTR act,1,-4,-8,16,-9
STAT1 act,99,72,101,104,99
NF-kB expr up,0.67,0.6,0.97,1.2,1.1
FLuc inh counter,2,-4,-4,-2,-6
APP transl inh,-1,4,8,-16,9
STAT3 activator,127,93,105,101,/
STAT3 inh,-29,16,-2,1,/
RAM inhibit,5.2,5.4,1.5,0.0,0.0

(11) CCc1nnc(NC(=O)CSc2nnc(Cc3cccn3C)n2CCOC)s1
(12) O=C(c1ccc(SCc2cccc(Br)c2)c([N+](=O)[O-])c1)N1CCN(c2ccccn2)CC1
(13) CCCCc1nn(-c2cc(Cl)ccc2OC)c2c1C(=O)CC(C)(C)C2
(14) COCCn1c(SCC(=O)Nc2cccc(OC)c2)nnc1-c1ccccc1
(15) COc1ccc(OC)c(NC(=O)Nc2cccc(Cn3cccn3)c2)c1

assay / compound,11,12,13,14,15
Hsp70 activator,0.1,0.0,-0.3,0.0,-0.2
STAT1 blocker,-4,4,8,-2,5
APP 5'UTR act,-2,16,7,22,23
STAT1 act,103,96,93,102,95
NF-kB expr up,1.2,1.1,1.1,0.94,0.8
FLuc inh counter,-8,-5,-2,-3,6
APP transl inh,2,-16,-7,-22,-23
STAT3 activator,105,102,101,102,97
STAT3 inh,4,5,8,0,7
RAM inhibit,0.7,3.1,2.6,0.5,0.3

(16) COc1ccc2c(-c3ccccc3)cc(SC(C)C(N)=O)nc2c1 (configuration not stated)
(17) CC1(C)Oc2ccc(C(=O)NN)cc2NC1=O
(18) O=C(c1ccccc1)c1nc[nH]c1C(=O)Nc1ccccn1
(19) Cc1cc(C)n2nc(C(=O)Nc3ccc(N4CCOCC4)cc3)nc2n1
(20) Cn1c(SCC(=O)c2ccc3c(c2)Cc2ccccc2-3)nnc1-c1ccccc1

assay / compound,16,17,18,19,20
Hsp70 activator,0.1,-0.2,-0.4,0.0,-0.1
STAT1 blocker,-1,-7,-4,2,4
APP 5'UTR act,13,0,/,-11,4
STAT1 act,99,106,104,97,96
NF-kB expr up,1.1,1.3,0.95,1.1,1.3
FLuc inh counter,-4,-3,0,-5,-6
APP transl inh,-13,0,/,11,-4
STAT3 activator,100,107,93,96,104
STAT3 inh,8,1,15,4,2
RAM inhibit,0.8,1.9,1.4,1.0,1.1

(21) COc1ccc(CCNc2oc(-c3cccc4ccccc34)nc2P(=O)(OC)OC)cc1OC
(22) Cc1ccc(Nc2nc(CSc3nnc(-c4ccccc4)n3C)cs2)cc1
(23) CCN(CC)S(=O)(=O)c1cccc(C(=O)NC(Cc2c[nH]c3ccccc23)c2nnc3n2CCC3)c1 (configuration not stated)
(24) CCC1(C)Cc2c(C#N)c(N)n(N)c(=S)c2CO1 (configuration not stated)
(25) O=C(NC1CC1)c1nc2c(nnn2Cc2ccccc2Cl)c(=O)[nH]1

assay / compound,21,22,23,24,25
Hsp70 activator,-0.2,-0.1,-0.2,-0.1,-0.2
STAT1 blocker,-1,-3,1,2,-2
APP 5'UTR act,10,37,9,23,-13
STAT1 act,101,102,99,95,102
NF-kB expr up,0.85,2.9,0.99,1.1,1.4
FLuc inh counter,-3,86*,-2,-4,-4
APP transl inh,-10,-37,-9,-23,14
STAT3 activator,95,106,107,100,112
STAT3 inh,10,-5,-9,2,-13
RAM inhibit,2.4,2.3,-0.7,1.9,-0.2

(26) O=C(O)C1CC1C(=O)Nc1cc(F)ccc1F (configuration not stated)
(27) O=C(O)c1cccc(Cn2cc(Br)cn2)c1
(28) N#C[C@H]1[C@H](c2ccccc2)[C@](C#N)(C(=O)c2ccccc2)[C@@H]2C=Cc3ccccc3N21
(29) CSc1nsc(SCC(=O)N2CCc3ccccc32)n1
(30) O=C(O)c1cc2n(n1)C(C(F)(F)F)CC(c1ccccc1)N2 (configuration not stated)

assay / compound,26,27,28,29,30
Hsp70 activator,-0.4,-0.1,0.3,0.0,-0.4
STAT1 blocker,3,-3,17,-10,1
APP 5'UTR act,-4,-1,21,4,-13
STAT1 act,96,103,85,109,99
NF-kB expr up,1.2,1.2,1.3,1.6,1
FLuc inh counter,0,-2,0,6,-7
APP transl inh,4,1,-21,-4,14
STAT3 activator,97,100,133*,86,96
STAT3 inh,9,6,-31,20,12
RAM inhibit,2.0,3.0,4.1,6.7,-0.8

(31) Cc1c(CNC(=O)c2cnn3c2NC(c2ccccc2)CC3C(F)(F)F)cnn1C (configuration not stated)
(32) O=C(CSc1nccc(=O)[nH]1)c1ccco1
(33) CCC1CCCCN1C(=S)NC(=O)c1ccc([N+](=O)[O-])cc1 (configuration not stated)
(34) Cc1cccc(/C=N/N2CCN(c3ccccc3)CC2)c1
(35) S=C(NCC1CCCO1)Nc1ccccc1 (configuration not stated)

assay / compound,31,32,33,34,35
Hsp70 activator,0.2,-0.5,-0.2,-0.1,-0.3
STAT1 blocker,-4,0,4,-16,-7
APP 5'UTR act,7,9,-1,27,-18
STAT1 act,104,99,96,114,108
NF-kB expr up,0.98,1,1.1,2.9,0.93
FLuc inh counter,-6,0,-3,13,-4
APP transl inh,-8,-9,1,-27,18
STAT3 activator,95,97,98,103,102
STAT3 inh,7,6,-3,1,-2
RAM inhibit,1.5,0.6,0.4,1.1,2.0

(36) Cc1ccc(-n2ncc3c(=O)n(CC(=O)NC4CCCC4)cnc32)cc1C
(37) CCOc1ccccc1NC(=O)COC(=O)c1cccc(-c2ccc(OC(C)=O)cc2)c1
(38) O=C(COC(=O)COc1ccccc1[N+](=O)[O-])Nc1cccc(Br)c1
(39) C=CCn1c(C)cc(C(=O)COc2ccc(C)nc2[N+](=O)[O-])c1C
(40) CCCC1=C(C(=O)OCC)C(c2ccc(OC)c(CSc3ccccn3)c2)C(C#N)=C(N)O1 (configuration not stated)

assay / compound,36,37,38,39,40
Hsp70 activator,-0.2,0.1,-0.4,-0.4,-0.4
STAT1 blocker,2,-2,-1,23,-2
APP 5'UTR act,8,24,2,16,/
STAT1 act,98,102,101,80,102
NF-kB expr up,1,1,1.2,0.54,0.97
FLuc inh counter,-4,-1,-4,8,-4
APP transl inh,-8,-24,-2,-16,/
STAT3 activator,97,100,105,56,110
STAT3 inh,8,-1,-5,54*,-12
RAM inhibit,0.7,5.4,-1.1,0.1,1.4

(41) CCn1c2ccccc2c2cc(NC(=O)C(C)Oc3ccc(OC)cc3)ccc21 (configuration not stated)
(42) Cc1cc(Cl)ccc1Oc1ccc(C(N)=O)cc1[N+](=O)[O-]
(43) COc1ccc2c(c1)SCC/C2=C\CN1C(=O)CCC1=O
(44) Cc1cc2cc(CNC(=O)Nc3cccc(Cl)c3)ccc2n1C

assay / compound,41,42,43,44
Hsp70 activator,-0.3,-0.3,0.2,0.1
STAT1 blocker,2,3,6,1
APP 5'UTR act,11,-15,10,5
STAT1 act,98,97,95,99
NF-kB expr up,0.86,1.2,1.3,0.86
FLuc inh counter,-4,-4,1,0
APP transl inh,-11,15,-10,-5
STAT3 activator,98,103,95,90
STAT3 inh,12,-1,10,20
RAM inhibit,4.9,2.9,1.5,4.9

Filtered by structure: the compounds so far containing an aryl methoxy group.
(13) CCCCc1nn(-c2cc(Cl)ccc2OC)c2c1C(=O)CC(C)(C)C2
(14) COCCn1c(SCC(=O)Nc2cccc(OC)c2)nnc1-c1ccccc1
(15) COc1ccc(OC)c(NC(=O)Nc2cccc(Cn3cccn3)c2)c1
(16) COc1ccc2c(-c3ccccc3)cc(SC(C)C(N)=O)nc2c1 (configuration not stated)
(21) COc1ccc(CCNc2oc(-c3cccc4ccccc34)nc2P(=O)(OC)OC)cc1OC
(40) CCCC1=C(C(=O)OCC)C(c2ccc(OC)c(CSc3ccccn3)c2)C(C#N)=C(N)O1 (configuration not stated)
(41) CCn1c2ccccc2c2cc(NC(=O)C(C)Oc3ccc(OC)cc3)ccc21 (configuration not stated)

assay / compound,13,14,15,16,21,40,41
Hsp70 activator,-0.3,0.0,-0.2,0.1,-0.2,-0.4,-0.3
STAT1 blocker,8,-2,5,-1,-1,-2,2
APP 5'UTR act,7,22,23,13,10,/,11
STAT1 act,93,102,95,99,101,102,98
NF-kB expr up,1.1,0.94,0.8,1.1,0.85,0.97,0.86
FLuc inh counter,-2,-3,6,-4,-3,-4,-4
APP transl inh,-7,-22,-23,-13,-10,/,-11
STAT3 activator,101,102,97,100,95,110,98
STAT3 inh,8,0,7,8,10,-12,12
RAM inhibit,2.6,0.5,0.3,0.8,2.4,1.4,4.9

(43) COc1ccc2c(c1)SCC/C2=C\CN1C(=O)CCC1=O

assay / compound,43
Hsp70 activator,0.2
STAT1 blocker,6
APP 5'UTR act,10
STAT1 act,95
NF-kB expr up,1.3
FLuc inh counter,1
APP transl inh,-10
STAT3 activator,95
STAT3 inh,10
RAM inhibit,1.5

Screening results from PubChem BioAssay.
